KDM5B inh: KDM5B demethylase inhibition; Q9UGL1; hit rate 2.6% among 220,000; AID 1347165; KDM5B demethylase, FDH-coupled NADH fluorescence (FDH is formaldehyde dehydrogenase); Potency, µM (highest dose often 57.7 µM), for the others: at the top dose activity change, negative = inhibition, hits mostly inhibitors; active means well fitted inhibition curve with a large enough effect; inconclusive means small, poorly fitted or top-dose-only effect; inactive means no such curve, though single readings can be large or run the other way; further: 0% is about no effect; nearly all actives have a fitted effect of over 70% in size
Target sequence (Q9UGL1 whole entry, looked up): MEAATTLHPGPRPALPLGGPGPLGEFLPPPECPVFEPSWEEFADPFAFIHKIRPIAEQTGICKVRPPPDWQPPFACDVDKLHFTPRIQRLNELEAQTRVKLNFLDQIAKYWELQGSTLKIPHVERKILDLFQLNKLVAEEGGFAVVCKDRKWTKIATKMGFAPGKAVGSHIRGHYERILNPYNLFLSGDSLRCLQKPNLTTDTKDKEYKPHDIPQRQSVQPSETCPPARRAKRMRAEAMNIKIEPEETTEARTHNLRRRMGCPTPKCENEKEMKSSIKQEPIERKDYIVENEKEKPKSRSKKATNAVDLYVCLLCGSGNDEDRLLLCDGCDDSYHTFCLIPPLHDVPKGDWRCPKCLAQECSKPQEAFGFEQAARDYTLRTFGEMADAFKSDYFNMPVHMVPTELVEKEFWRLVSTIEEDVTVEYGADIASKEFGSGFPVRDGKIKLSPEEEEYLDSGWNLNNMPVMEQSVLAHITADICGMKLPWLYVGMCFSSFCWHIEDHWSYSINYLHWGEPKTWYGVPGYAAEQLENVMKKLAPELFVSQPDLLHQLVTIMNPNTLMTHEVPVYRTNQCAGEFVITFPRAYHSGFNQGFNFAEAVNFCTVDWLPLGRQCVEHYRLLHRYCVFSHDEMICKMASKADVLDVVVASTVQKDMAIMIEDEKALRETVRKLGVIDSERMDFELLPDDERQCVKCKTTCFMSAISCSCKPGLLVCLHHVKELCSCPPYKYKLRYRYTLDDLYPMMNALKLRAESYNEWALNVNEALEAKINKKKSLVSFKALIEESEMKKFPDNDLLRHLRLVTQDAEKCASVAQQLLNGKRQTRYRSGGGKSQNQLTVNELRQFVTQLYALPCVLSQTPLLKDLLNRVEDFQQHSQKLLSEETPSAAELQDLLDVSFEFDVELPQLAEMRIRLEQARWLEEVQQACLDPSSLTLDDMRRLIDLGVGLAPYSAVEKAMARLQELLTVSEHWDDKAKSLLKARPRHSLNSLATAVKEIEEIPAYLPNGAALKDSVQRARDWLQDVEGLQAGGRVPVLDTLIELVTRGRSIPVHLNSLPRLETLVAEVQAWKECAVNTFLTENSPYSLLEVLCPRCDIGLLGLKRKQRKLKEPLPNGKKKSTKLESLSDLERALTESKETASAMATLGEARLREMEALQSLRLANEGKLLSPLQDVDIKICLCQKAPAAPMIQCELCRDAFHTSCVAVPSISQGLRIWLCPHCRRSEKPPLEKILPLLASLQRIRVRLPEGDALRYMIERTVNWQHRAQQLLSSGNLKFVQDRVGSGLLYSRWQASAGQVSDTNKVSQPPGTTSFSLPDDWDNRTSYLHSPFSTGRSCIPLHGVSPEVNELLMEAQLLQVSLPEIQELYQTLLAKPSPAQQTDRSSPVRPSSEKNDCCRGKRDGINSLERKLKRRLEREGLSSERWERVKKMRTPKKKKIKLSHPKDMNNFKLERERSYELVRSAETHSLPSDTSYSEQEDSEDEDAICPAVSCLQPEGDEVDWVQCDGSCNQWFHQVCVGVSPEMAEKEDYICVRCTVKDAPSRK
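Compound dilutions met 200 nM (final) KDM5BΔAP for 10 min at room temperature before substrate addition. The substrate mix held 12.5 µM H3K4me3 with cofactors 25 µM α-ketoglutarate and 50 µM Fe²⁺. NADH signal gain over 30 min defined activity.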
Active calls of the source: *; i = inactive; ? = inconclusive; & = joins results of further samples; [ ] = dose if it differs, or a comment. Potency means the concentration at half of the fitted maximal effect. Not all compounds are listed; count on the stated rates, not on these rows.

KDM5B inh	canonical_smiles
21%	CCC(C)(C)NC(=O)CSc1nnc(NC2CC2)s1
-29%	COc1ccc(NC(=O)c2ccc3c(c2)N(C(=O)c2ccc(F)cc2)CC3)cc1OC
?	CNCC#CCOc1ccc(OC)cc1
8%	Brc1cccc(-c2noc(-c3nc(-c4ccncc4)no3)n2)c1
2%	S=C(NCCc1ccccc1)Nc1ccccc1I
-8%	COC(=O)c1ccc(NC(=O)COc2ccc3c(c2)OCCO3)cc1
9%	CC(C)CCn1nc(C(=O)Nc2nc(-c3ccc(F)cc3)cs2)c2ccccc2c1=O
3%	O=C(Cn1c(=O)n(-c2ccccc2)c(=O)c2sccc21)NC1CCc2ccccc21 (stereo not drawn)
0%	COc1ccccc1CC(=O)N1C[C@H](c2nc(-c3ccncc3)no2)[C@@H](C)C1
-3%	CNC(=O)CN(C)Cc1coc(-c2ccc(C)cc2)n1
-14%	CN(C)c1ccc(NC(=S)N[C@H]2CO[C@H]3[C@@H]2OC[C@H]3OC(=O)Nc2cccc3ccccc23)cc1
-2%	O=S(=O)(c1ccccc1)c1nnn2c1nc(NCc1ccc(F)cc1)c1sccc12
11%	COC(=O)C(C)CNCc1ccccc1 (stereo not drawn)
-10%	CCOC(=O)c1ccc(CN(Cc2ccc(C)cc2)S(=O)(=O)c2ccc(NC(C)=O)cc2)cc1
-5%	O=C(CSc1ccc2ccccc2n1)c1ccccc1
-23%	CCn1ncc(CN2C[C@@H](CO)[C@H](c3ccncc3)C2)c1C
-14%	Nc1cc(N)nc(SCCC(=O)Nc2ccc(Br)cc2F)n1
-7%	Cc1cnc(C2CCC2)n1CC1CCN(C(=O)CCc2ccccc2)CC1
9%	CCCCNC(=O)C[C@H]1C[C@@]2(C(=O)OC)C(=C[C@H](C(C)C)O[C@@H]2C2CC2)N(CCC2=CCCCC2)C1=O
-8%	COc1ccc(NC(=O)C(C)Oc2cc(C)cc(C)c2)c2cccnc12 (stereo not drawn)
?	O=C(NCc1ccc(Cl)cc1)c1cnc2sc(N3CCCC3)nn2c1=O
i	C[S+](=O)([O-])N1CCC(Cn2ccc3c(N4CCOCC4)nc(-c4ccc(CO)cc4)cc32)CC1
1%	O=C(c1ccoc1)N1CCC(Oc2cccnc2)C1 (stereo not drawn)
-21%	N#Cc1ccc(COC(=O)c2ccc3ccccc3n2)cc1
-19%	CCN1CCN(C(=O)c2cnn(-c3ccc(F)cc3)c2-n2cccc2)CC1
17%	COc1ccccc1OCCn1c(C)nc2cc(C)c(C)cc21
-32%	CCOCCn1cnc(-c2ccccc2)c1-c1cccc(C#N)c1
?	Cc1noc(C2CCCCN2C(=O)c2ccc(-c3ccccc3Cl)o2)n1 (stereo not drawn)
-64%	COc1ccc2c(c1)[nH]c1c(=O)n(CCN3CCOCC3)cnc12
?	O=C(Cc1cccc(Cl)c1)N1CCn2c(nn(-c3ccc(F)cc3)c2=O)C1
4%	COCCCNC(=O)c1cc(-c2cc(C)ccc2C)nc2ccccc12
6%	N#Cc1ccccc1Sc1ccccc1C(=O)NCCc1ccc2c(c1)OCCO2
?	COc1ccc(CCNC(=O)Cn2c(-c3cccs3)cc3cc(F)ccc32)cc1OC
9%	CC(C)=CCN1CC2(CCN(S(=O)(=O)c3cccs3)CC2)CC1=O
20%	O=C(CN1C(=O)NC(c2ccccc2Cl)C2=C1COC2=O)Nc1ccc(F)c(Cl)c1 (stereo not drawn)
17%[149 µM]	CC(C)(C)OC(=O)N1CC(N2CCCCC2)C1
5%	Cc1cccc(C(=O)NCCc2c[nH]c3ccc(C)cc23)c1
-19%	c1ccc(-c2noc(-c3nc(-c4ccc5c(c4)OCO5)no3)n2)cc1
8%	CC(C)CCn1c(Oc2ccc(Cl)cc2)nc2c1c(=O)n(C)c(=O)n2C
?	CCCCS(=O)(=O)c1oc(-c2ccc(F)cc2)nc1S(=O)(=O)c1ccccc1
18%	Cc1ccc2c(=O)cc(C(=O)Nc3cccnc3)oc2c1C
?	CC(C)CCN1CCn2c(nnc2C2CCCNC2)C1 (stereo not drawn)
35µM*	O=C1Nc2ccc(-c3ccccc3F)cc2C(=O)N2CCN(C(=O)c3ccco3)C[C@@H]12
?	CCOc1ccc(/C=C/c2nc3ccccc3n2S(=O)(=O)c2ccc(Br)cc2)cc1
9%	CCCNc1c(NC(=O)Cc2ccccc2)c(=O)oc2ccccc12
-16%	Fc1ccc(Nc2nc(-c3ccc(F)cc3)cs2)cc1
-13%	Cc1ccc(C(=O)/C=C/c2ccc(-c3ccc(Cl)c(Cl)c3)o2)cc1
-5%	CCc1ccc(C(=O)NCc2ccnc(N3CCN(C)CC3)c2)o1
-3%	COc1ccccc1CNC(=O)CN1C(=O)CSc2ccc(S(=O)(=O)N(C)C)cc21
-28%	CN(C)CCNC(=O)C1CCN(c2ncnc3c2nc2n3CCCCC2)CC1
25%	COc1ccccc1CNC(=O)CC1CCCN(c2cnn(CC3CC3)c(=O)c2)C1 (stereo not drawn)
-11%	Cc1cc2cc(NS(=O)(=O)c3cccc(F)c3)ccc2[nH]1
-9%	C[C@H]1[C@@H]2[C@@H](O)C([C@H](C)C(=O)N(C)CCC#N)CC[C@@]2(C)CC[C@@H]1NC(=O)C1CCCCC1 (stereo partly drawn)
-25%	Cc1ccc(C(=O)N/C(=C\c2ccc(Cl)cc2)C(=O)NC2CCCCC2)cc1
8%&10%	N=C1C(c2nc(-c3ccc(Cl)cc3)cs2)=C(O)CN1NC(=O)c1ccc(O)cc1
1%	O=C(Nc1c(C(=O)N2CCOCC2)cnn1-c1ccccc1)c1cccc(F)c1

2 compounds picked at random from the list so far, as already listed:
KDM5B inh	canonical_smiles
-28%	CN(C)CCNC(=O)C1CCN(c2ncnc3c2nc2n3CCCCC2)CC1
-3%	COc1ccccc1CNC(=O)CN1C(=O)CSc2ccc(S(=O)(=O)N(C)C)cc21

(listing goes on)
KDM5B inh	canonical_smiles
4%	COCCN1CC2CN(C(=O)CCCc3ccccc3)CC(C1)O2
-8%	Cc1ccc(-c2nn(CCC(=O)Nc3ccc(OC(F)(F)F)cc3)c(=O)c3ccccc23)cc1
?	CCOc1ccc(-n2c(=O)c3c(C)c(C)sc3n(Cc3cc(=O)n4cc(Cl)ccc4n3)c2=O)cc1
-4%[86.2 µM]	O=[S+]([O-])(Nc1cccnc1)c1ccc2c(c1)OCCN(Cc1cncnc1)C2
3%	O=S(=O)(c1cccs1)N1CCN(c2ccccc2F)CC1
?	O=C(CCC1N=C2c3ccccc3N=C(SCc3ccc(Cl)cc3)N2C1=O)NCCc1ccccc1 (stereo not drawn)
13%	COC[C@@H]1CN(Cc2ccc3[nH]ccc3c2)C[C@H]1c1nc(C)no1
50µM*	COc1ccc(F)cc1-c1ccc(C=O)cc1
?	Cc1nc(-c2cccc(F)c2)sc1CCNC(=O)CC(C)(C)C
-9%	CCCN1CCN(CCO)CC1
-11%	CCOC(=O)c1c(NC(=O)CCCOc2ccc(C)cc2)sc2c1CCC(C)C2 (stereo not drawn)
?	COc1ccc(C(=O)Nc2nc(-c3nnn(-c4ccc(C(C)C)cc4)c3C)ns2)cc1
?	Cc1ccc(-c2cn3c(n2)sc2cc(C(=O)NCCCc4ccccc4)ccc23)c(C)c1
-11%	Cc1ccc(-c2cc(C(F)(F)F)n3ncc(-c4ccccc4)c3n2)cc1
-13%	COC(=O)c1c(C)[nH]c(C)c1-c1ccc(Cl)cc1
-6%	CC(C)c1ccc(NC2CCCN(C(=O)c3ccsc3)C2)cc1 (stereo not drawn)
-23%	CC1=C[C@@H](CNS(=O)(=O)c2ccc(C#N)cc2)[C@H](C(C)C)C[C@H]1CC(=O)N1CCOCC1
-23%	O=C(NCc1ccc2c(c1)CCN2C(=O)c1ccncc1)c1ccc(Cl)cc1
31%	COc1ccc(CCNC(=O)CN2CCN(Cc3ccccc3F)C2=O)cc1OC
3%	COC(=O)C1CN(Cc2ccccc2)CCS(=O)(=O)N1Cc1ccc(OC)cc1 (stereo not drawn)
-15%	COc1ccc(CN2CCC3(CC2)CC(c2cccc(C(F)(F)F)c2)=NO3)cc1
?	Cc1ccc(CNC(=O)Cn2c(=O)n(-c3ccc(C)c(F)c3)c(=O)c3sc4ccccc4c32)cc1
-37%	Nc1c(-c2nc(-c3ccccc3)cs2)c2ccccn2c1C(=O)c1ccc2c(c1)OCO2
24%[86.2 µM]	CS(=O)(=O)c1ccc(OCC2(CNC3CCC3)C[C@@H](O)[C@@H](O)C2)cc1 (stereo partly drawn)
?	COc1cccc(C2C(C(=O)Nc3ccc(Cl)cc3)=C(C)Nc3nc4ccccc4n32)c1OC (stereo not drawn)
-22%	Cc1ccc(CN2C(=O)c3cc(-c4ccccc4)nn3CC2(C)C(=O)NCc2ccccc2)o1 (stereo not drawn)
6%	CC(C)(C)c1ccc(NC(=O)CCc2nc3ccccc3c(=O)[nH]2)cc1
-24%	Cc1ccc2oc(-c3cccc(NC(=O)c4ccc(N5CCC(C)CC5)c([N+](=O)[O-])c4)c3)nc2c1
30%	O=C1NCCCCCCN(C(=O)c2ccc3ccccc3n2)[C@H]2CCC[C@@H]12
-12%	CCOc1ccc(NC(=O)Cn2ncn3nc(-c4cc(C)ccc4C)cc3c2=O)cc1
-8%	CCn1cc(S(=O)(=O)N2CCCCC2c2noc(COCCOC)n2)cn1 (stereo not drawn)
-11%	COc1ccc(CC(=O)Nc2ccc([C@@H](O)[C@H]3COCC(=O)N3CC3CCCCC3)cc2)cc1
-14%	CC(=O)N[C@H](CC(C)C)c1nc(-c2ccc(C)nn2)no1
-3%	O=c1c(S(=O)(=O)c2ccccc2)cn(Cc2ccc(F)cc2)c2cc(N3CCOCC3)c(F)cc12
?	C#CC(C)(CC)NC(=O)c1cnn2c(C(F)F)cc(-c3ccccc3OC)nc12 (stereo not drawn)
29%	CCOC(=O)C1=CN(CC(=O)Nc2cc(Cl)ccc2C)S(=O)(=O)N=C1C
-14%	CC(C)CCNC(=O)NCCn1c(-c2ccccc2)nc2ccccc21
-8%	CN(C)C(=O)c1ccc(CC2CCN(C(=O)CC3CCCCC3)CC2)cc1
35µM*	COCCNC(=O)c1ccc2c(c1)C1(CCN(CC3CC3)C1)CN2Cc1ccccc1 (stereo not drawn)
-28%	CCCS(=O)(=O)c1nc(S(=O)(=O)c2ccc(C)cc2)c(NCc2ccccc2Cl)s1
?	CN(CC(=O)NC(=O)NC1CCCCC1)c1ccc2ccccc2c1
14%	COc1ccc(NC(=O)CCc2c(C)c3ccc(C)cc3oc2=O)cc1O
-12%	CNc1cc(C)nc(N2CC[C@H](N3CCOCC3)[C@H](CCC(=O)O)C2)n1
?	CC(=O)c1ccc(N2CCN(S(=O)(=O)c3ccc4[nH]c5c(c4c3)CCCCC5)CC2)cc1
-13%[149 µM]	O=C1NCc2ccccc2CC12CCN(Cc1ccccc1F)C2 (stereo not drawn)
9%	Cc1cc(C)cc(NC(=O)Cn2c(N3CCC(C)CC3)nc(C)cc2=O)c1
16%	COc1cccc(-c2ccccc2NC(=O)C2CCN(CC=C(C)C)CC2)c1
6%	CCOc1ccc(CCNC(=O)c2cc3n(n2)CCCN(Cc2ccc(C)cc2)C3=O)cc1OCC
-9%	Cc1cccc(OC(=O)c2ccccc2Br)c1C
-4%	Cc1ccc(-c2n[nH]c3c2C(c2cccs2)N(c2ccc(Cl)cc2)C3=O)cc1 (stereo not drawn)
8%	O=C(c1ccc(C(F)(F)F)cc1)N1CCCN(C2CC2)CC1
?	COc1ccc(C(=O)Nc2cc(-c3nc4ncccc4o3)ccc2C)cc1Br
11%	COCCNC(=O)Cc1ccc(N(Cc2ccccc2)C(=O)c2ccco2)cc1
?	COCCN(CCOC)C(=O)c1cc2c(=O)n3ccccc3nc2n1C
15%	Cc1ccc(C)c(NC(=O)N2CCC(OC3CCN(S(C)(=O)=O)CC3)CC2)c1
-23%	COC(=O)c1cccc(NC(=O)NCc2c(-n3cccc3)sc3c2CCN(C)C3)c1

Given comma-delimited: entries from further up
Molecule,KDM5B inh
COCCNC(=O)c1ccc2c(c1)C1(CCN(CC3CC3)C1)CN2Cc1ccccc1 (stereo not drawn),35µM*
CCCS(=O)(=O)c1nc(S(=O)(=O)c2ccc(C)cc2)c(NCc2ccccc2Cl)s1,-28%
CN(CC(=O)NC(=O)NC1CCCCC1)c1ccc2ccccc2c1,?
COc1ccc(NC(=O)CCc2c(C)c3ccc(C)cc3oc2=O)cc1O,14%
CNc1cc(C)nc(N2CC[C@H](N3CCOCC3)[C@H](CCC(=O)O)C2)n1,-12%
CC(=O)c1ccc(N2CCN(S(=O)(=O)c3ccc4[nH]c5c(c4c3)CCCCC5)CC2)cc1,?
O=C1NCc2ccccc2CC12CCN(Cc1ccccc1F)C2 (stereo not drawn),-13%[149 µM]
Cc1cc(C)cc(NC(=O)Cn2c(N3CCC(C)CC3)nc(C)cc2=O)c1,9%
COc1cccc(-c2ccccc2NC(=O)C2CCN(CC=C(C)C)CC2)c1,16%
CCOc1ccc(CCNC(=O)c2cc3n(n2)CCCN(Cc2ccc(C)cc2)C3=O)cc1OCC,6%
Cc1cccc(OC(=O)c2ccccc2Br)c1C,-9%
Cc1ccc(-c2n[nH]c3c2C(c2cccs2)N(c2ccc(Cl)cc2)C3=O)cc1 (stereo not drawn),-4%
O=C(c1ccc(C(F)(F)F)cc1)N1CCCN(C2CC2)CC1,8%
COc1ccc(C(=O)Nc2cc(-c3nc4ncccc4o3)ccc2C)cc1Br,?
COCCNC(=O)Cc1ccc(N(Cc2ccccc2)C(=O)c2ccco2)cc1,11%

(continued)
KDM5B inh	canonical_smiles
22µM*	O=C(O)[C@@H]1CN(Cc2ccccc2)C[C@@H]1C(=O)N1CCN(c2ccccn2)CC1
23%	Cc1ccc(NC(=O)CN(C)C(=O)C(C)N2CCN(Cc3ccccc3C)CC2)cc1 (stereo not drawn)
-4%	O=C(NCCN1CCCCC1)C1(CCO)CCN(Cc2ccccc2)C1 (stereo not drawn)
-3%	Cc1ccc(-c2cc(=O)c3cc(Br)ccc3o2)cc1

Assay outcomes (PubChem)
